GALK inhibitor = inhibitors of human galactokinase; P51570; Purified GALK, Kinase-Glo residual ATP luminescence; Potency, µM (highest dose often 57.5 µM), without a hit: at the highest dose activity change, negative = inhibition, most hits filed as inhibitors; actives 0.007% (n = 270,000); AID 1868; note: potency is the fitted concentration of half-maximal effect
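Quantitative HTS: GALK 5 nM, ATP 35 uM, galactose 100 uM, 1 h room temperature, then luciferase-based ATP detection.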
PKM2 act = increases activity of human pyruvate kinase M2; P14618; purified PKM2, Kinase-Glo ATP luminescence, activation; response scale: 0% is enzyme alone, no compound; Potency, µM (top dose mostly 57.5 µM), for the others: at the top dose activation, usual class: activators; actives 0.34% (n = 260,000); note: potency is the fitted concentration of half-maximal effect; nearly all actives have a fitted effect of over 55% in size
Target sequence (P14618 whole entry, looked up): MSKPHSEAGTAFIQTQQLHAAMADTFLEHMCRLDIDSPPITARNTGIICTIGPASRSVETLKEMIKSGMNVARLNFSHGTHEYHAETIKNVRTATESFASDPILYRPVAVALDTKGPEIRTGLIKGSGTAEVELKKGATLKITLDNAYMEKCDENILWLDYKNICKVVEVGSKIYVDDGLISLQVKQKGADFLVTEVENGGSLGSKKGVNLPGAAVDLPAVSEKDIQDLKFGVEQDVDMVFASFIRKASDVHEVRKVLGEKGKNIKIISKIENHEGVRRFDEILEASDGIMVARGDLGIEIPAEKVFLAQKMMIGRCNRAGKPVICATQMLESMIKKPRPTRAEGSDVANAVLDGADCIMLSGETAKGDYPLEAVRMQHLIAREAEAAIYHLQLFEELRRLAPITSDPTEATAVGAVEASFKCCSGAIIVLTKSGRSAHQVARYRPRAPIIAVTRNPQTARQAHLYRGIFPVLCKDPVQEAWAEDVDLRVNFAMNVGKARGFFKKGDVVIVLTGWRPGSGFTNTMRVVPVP
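Purified hPK-M2 (>95% pure) converted ADP (0.1 mM final) to ATP with 0.5 mM PEP in 50 mM imidazole pH7.2, KCl, MgCl2, Tween 20, BSA; 1 h at room temperature. ATP detected by Kinase-Glo luminescence.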
Chronic BCR inh = blocks chronic active B-cell receptor signaling; ABC-DLBCL IkBa-CBG/CBR reporter, luminescence ratio, 4 h; AID 493014; actives 0.05% (n = 340,000); Potency, µM (series often up to 46.1 µM), without a hit: top-dose ratio change, negative = lower green/red ratio, usual class: inhibitors; active = well fitted inhibition curve with a large enough effect in the signal ratio, with a control signal flat, not every such curve was filed as active; inconclusive = small, poorly fitted or top-dose-only effect, or effect the other way, or a change in a side signal; the % refers to the signal ratio;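 note: potency is the fitted concentration of half-maximal effect; plate controls were basal doxycycline-induced cells for no effect and cells given 10 µM MG132 for full effect; MG132 reads +100%, hits lower the ratio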
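Concentration-response series (up to 46 uM) were applied to TMD8 dual-reporter cells for 4 h at 37C with doxycycline. Green/red ratio, after filter-overlap correction, defined %Activity; red signal alone was normalised to basal cells and zero luminescence.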
Coupling enz = counter-screen for Giardia aldolase inhibitors: coupling enzyme system | AID 2472 | coupling enzyme system counterscreen, AmpLite Red fluorescence | activity change, negative = inhibition, % at 58.2 µM, hits read low | actives 0.67% (n = 290,000); in the data active = activity change below about -30%
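Counterscreen of the coupled detection system alone, without aldolase: glyceraldehyde-3-phosphate coupling enzymes plus AmpLite Red readout. Compounds at 57.5 uM final, 10 min RT preincubation, 20 min RT reaction, fluorescence 525/598 nm.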
KCNH2 3.1 block = KCNH2 3.1 (human) potassium channel inhibition; AID 720553; activity change, % (tested at about 1.8 µM); actives 0.95% (n = 340,000); U2OS KCNH2 3.1, thallium flux FluxOr; stronger effect = lower value;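 active = maximum activity change below -70%; inconclusive = maximum activity change from -70% to -50%; inactive = maximum activity change above -50%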;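 note: thallium influx rate constant from kinetic fluorescence after stimulation buffer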
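Steps: virus added to U2OS suspension (4 h, RT, dark); medium with 10% FBS added, cells plated, 37 C overnight; FluxOr/Red40 loading buffer 45 min RT; stimulation buffer, 2 min kinetic read; rate constant normalized.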
B2AR arrestin = agonists driving beta-arrestin recruitment to human beta2-adrenergic receptor. Potency, µM (highest dose often 46.1 µM), for the others: at the top dose activation, actives largely listed as activators. beta-arrestin recruitment to beta2AR, cell-based reporter. AID 492947. actives 0.02% (n = 330,000);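 note: potency is the fitted concentration of half-maximal effect; 0% = DMSO controls and full agonism = EC100 isoproterenol or metaproterenol; nearly all actives have a fitted effect of over 65% in size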
Eya2 inh = blocks the phosphatase activity of human Eya2; Potency, µM (series often up to 76.9 µM), for the others: at the highest dose activity, negative = inhibition, hits mostly inhibitors; recombinant Eya2, OMFP fluorescence dephosphorylation (OMFP is methylfluorescein phosphate); actives 0.006% (n = 330,000); O00167; note: potency is the fitted concentration of half-maximal effect
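Eya2 (0.2 uM) preincubated 10 min at ambient with compound, then OMFP substrate added at 50 uM; 10 min reaction in 50 mM HEPES pH 7.5, 50 mM NaCl, 5 uM MgCl2, 0.05% BSA, 1 mM DTT. Fluorescence read at Ex 485/Em 525 nm.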
USP2a block = USP2a (human) protease inhibition; O75604; USP2 core, Ub-CHOP2 coupled fluorogenic reporter, 485/531; Potency, µM (top dose mostly 38.3 µM), without a hit: top-dose activity change, negative = inhibition, most hits filed as inhibitors; actives 0.01% (n = 330,000); AID 463254;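 note: potency is the fitted concentration of half-maximal effect; plate controls were DMSO wells for no effect and full inhibition by NEM control for full effect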
Target sequence (O75604 whole entry, looked up): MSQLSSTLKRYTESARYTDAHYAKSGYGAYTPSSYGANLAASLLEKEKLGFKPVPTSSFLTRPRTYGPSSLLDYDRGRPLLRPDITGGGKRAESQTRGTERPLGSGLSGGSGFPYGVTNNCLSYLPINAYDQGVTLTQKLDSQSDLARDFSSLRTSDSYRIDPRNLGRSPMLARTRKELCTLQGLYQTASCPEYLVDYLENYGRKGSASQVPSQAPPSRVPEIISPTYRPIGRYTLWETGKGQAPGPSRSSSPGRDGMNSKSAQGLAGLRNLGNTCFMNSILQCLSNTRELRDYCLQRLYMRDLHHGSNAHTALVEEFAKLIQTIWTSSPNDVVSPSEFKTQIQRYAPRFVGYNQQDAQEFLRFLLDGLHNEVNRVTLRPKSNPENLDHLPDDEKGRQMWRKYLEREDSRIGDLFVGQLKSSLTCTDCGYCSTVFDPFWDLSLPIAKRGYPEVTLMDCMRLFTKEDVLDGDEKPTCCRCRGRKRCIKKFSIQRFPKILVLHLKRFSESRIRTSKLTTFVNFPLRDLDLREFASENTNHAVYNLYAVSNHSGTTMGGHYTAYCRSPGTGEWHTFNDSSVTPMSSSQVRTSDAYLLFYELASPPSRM
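Cell-free coupled assay: 10nM USP2 core preincubated 30min RT with compound in Tris-HCl pH 8.0/CaCl2/CHAPS buffer, then 25nM Ub-CHOP2 and 25nM reporter substrate; fluorescence (Ex 485/Em 531) read after 60min RT, normalized to NEM inhibition, concentration-response curves fitted.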
uPA generation = cell surface uPA generation inhibition; cell surface uPA generation assay, qHTS; Potency, µM (series often up to 38.3 µM), for inactives: at the top dose activity change, negative = inhibition, usual class: inhibitors; actives 0.31% (n = 330,000); active = well fitted inhibition curve with a large enough effect; inconclusive = small, poorly fitted or top-dose-only effect; inactive = no such curve, though single readings can be large or run the other way; tested in mouse RAW 264.7 cells; note: potency is the fitted concentration of half-maximal effect; nearly all actives have a fitted effect of over 55% in size
Giardia killer = Giardia lamblia killing; activity change, % at 7.66 µM, hits read low; actives 0.15% (n = 340,000); AID 540267; Giardia lamblia trophozoite viability; in the data active = activity change below about -80%; inconclusive = between about -30% and that limit;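 note: parasites exposed to compound for two days anaerobically before the ATP read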
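Each well holds 100 Giardia trophozoites and compound. After two days (48 hrs) at 37 deg C in anaerobic conditions, ATP is quantified by luminescence.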
hERG WT inh = blocks the wildtype human KCNH2 potassium channel; AID 720551; actives 0.37% (n = 340,000); U2OS, BacMam KCNH2, thallium flux FluxOr; stronger effect = lower value; activity change, % at 1.84 µM; Q12809;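 active = maximum activity change below -70%; inconclusive = maximum activity change between -70% and -50%; inactive = maximum activity change above -50%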
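U2OS cells transduced with wild-type KCNH2 virus are loaded with FluxOr dye for 45 min, and thallium flux is measured in kinetic reads before and after stimulation buffer. Rate constants are normalized to DMSO controls.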
The depositor's hits bear a star; ? = inconclusive; nt = not tested or not shown; & = joins results of further samples; [ ] = another dose, or the depositor's remark. Unless noted, calls come from the whole dose curve; as a rule, active = well fitted curve in the direction sought with a large enough effect; inconclusive = small, poorly fitted or top-dose-only effect, or another doubt; inactive = no such curve, though single readings can be large; an effect the other way counts as inactive or inconclusive. Unless noted, % is set by controls: 0 for no effect and ±100 for the full control effect.

SMILES	GALK inhibitor	PKM2 act	Chronic BCR inh	Coupling enz	KCNH2 3.1 block	B2AR arrestin	Eya2 inh	USP2a block	uPA generation	Giardia killer	hERG WT inh
COc1cccc(OC)c1C(=O)OCC(=O)/C(C#N)=C(\C)N	-3%	-3%	?	3	6	-0.2%	13%	9%	2%	-7	9
COc1cc(NC(=S)NCc2ccc(S(N)(=O)=O)cc2)cc(OC)c1	-1%	0%	7%	-1	20	0.2%	0%	1%	5%	7	5
C1CCN2C[C@@H]3C[C@@H](CN4CCCC[C@@H]34)[C@H]2C1	nt	nt	nt	1	13	nt	nt	nt	14%	-7	-4
O=C(NN=C(c1ccccc1)c1ccccc1)C(CCl)C1CCCCC1 (configuration not stated)	nt	nt	0%	nt	2	0.1%	14%	1%	17%	-4	-9
COc1ccc(C(O)P(=O)(O)CCc2ccccc2)cc1 (configuration not stated)	0%	-3%	?	1	-7	0.4%	6%	2%	-1%	-12	-2
CC(C)(C)[C@H]1COC(=O)CC/C=C\C[C@@H](CC(=O)N(CCO)Cc2ccccc2)C(=O)N1	nt	nt	2%	nt	1	-0.2%	-37%	8%	1%	-7	6
CCOC(=O)/C=C/C(=O)OCC(=O)Nc1cccc(Br)c1	-2%	5%	?	0	2	-0.2%	5%	9%	-3%	-4	-7
O=C(Nc1cccc2nsnc12)c1ccc2c(c1)OCCO2	2%	-14%	?	2	-3	0.2%	-7%	2%	-13%	7	-2
C=CCOC(=O)C1=C(C)NC(SCC(=O)OCC)=C(C#N)C1c1ccc(O)c(OC)c1 (configuration not stated)	-4%	1%	-5%	3	2	0.4%	-4%	3%	-13%	3	7
CCc1cccc(C)c1NC(=O)CSc1nc(-c2ccccc2F)nc2nc[nH]c12	3%	0%	2%	3	6	-0.7%	1%	3%	-2%	0	-2
O=C(O)c1ccccc1/C=N/NC(=O)c1cc(-c2ccco2)nc2ccccc12	-5%	25µM*	6%	-1	2	-0.7%	-24%	3%	-3%	-11	-10
O=C(NCCOCC(F)(F)C(F)F)c1cc(F)c(F)cc1Cl	-2%	0%	8%	3	-17	0.2%	22%	0%	7%	-5	36
CCN(CC)C(=O)c1ccccc1NC(=O)c1ccccc1SC	2%	9%	0%	1	1	-0.5%	-7%	-1%	-1%	-8	2
CC1(OC(=O)CCc2ccccc2)C(=O)C=C2C=C(c3ccc(C#N)cc3)N(C3CC3)C=C2C1=O (configuration not stated)	-1%	-4%[11.5 µM]	6%	-12&-22	-5	0.4%	11%	-11%	-1%	-25	-14
CC(C)C(OC(=O)/C=C/c1ccc2c(c1)OCO2)C(=O)NC(N)=O (configuration not stated)	-1%	-17%	4%	0	17	0.3%	1%	0%	-1%	0	-4
O=C(CNCC1CCCCC1)Nc1ccccc1N1CCCCC1	nt	5%	10%	-2	-21	0.1%	-19%	0%	2%	8	-15
CCCC(c1nnnn1CS(=O)(=O)c1ccc(C)cc1)N1CCN(C2CCCC2)CC1 (configuration not stated)	1%	nt	7%	2	-1	0.0%	6%	3%	-4%	1	28
CC(=O)Nc1cc(NC(C)=O)c2nc(N)sc2c1	0%	4%	2%	3	-18	3.6%	-14%	-6%	4%	26	-2
Cc1cc(C)c(C(=O)COC(=O)Cn2cnnn2)cc1C	2%	-2%	-2%	5	6	0.3%	-7%	1%	1%	12	-1
CSc1nc2nc3c(cc2c(=O)n1-c1cccc(C)c1)COC(C)(C)C3	-1%	-2%	?	1	5	0.3%	14%	0%	3%	-6	-5

Entries of single compounds from above.
CC(C)C(OC(=O)/C=C/c1ccc2c(c1)OCO2)C(=O)NC(N)=O (configuration not stated) across the screens: GALK inhibitor: -1%; PKM2 act: -17%; Chronic BCR inh: 4%; Coupling enz: 0; KCNH2 3.1 block: 17; B2AR arrestin: 0.3%; Eya2 inh: 1%; USP2a block: 0%; uPA generation: -1%; Giardia killer: 0; hERG WT inh: -4
C1CCN2C[C@@H]3C[C@@H](CN4CCCC[C@@H]34)[C@H]2C1 across the screens: GALK inhibitor: nt; PKM2 act: nt; Chronic BCR inh: nt; Coupling enz: 1; KCNH2 3.1 block: 13; B2AR arrestin: nt; Eya2 inh: nt; USP2a block: nt; uPA generation: 14%; Giardia killer: -7; hERG WT inh: -4

Other compounds follow:
SMILES	GALK inhibitor	PKM2 act	Chronic BCR inh	Coupling enz	KCNH2 3.1 block	B2AR arrestin	Eya2 inh	USP2a block	uPA generation	Giardia killer	hERG WT inh
CCN(CC)CC(=O)N1c2ccccc2Oc2c(c(=O)n(C)c(=O)n2C)C1c1cccc([N+](=O)[O-])c1 (configuration not stated)	0%	2%	-1%	-5	-13	0.1%	15%	6%	0%	2	7
CCOC(=O)C1=NOC(C(=O)NN(C)c2ncc(C(F)(F)F)cc2Cl)C1 (configuration not stated)	0%	5%	0%	5	1	-1.0%	5%	3%	-1%	0	-14
COc1ccc(C(=O)COc2cccc(NC(=O)c3ccco3)c2)cc1	-2%	1%	?	0	-5	-0.4%	-8%	2%	5%	5	-25
CCOC(=O)C1(CCOc2ccccc2)CCN(Cc2cc(OC)c3c(c2)OCO3)CC1	2%	1%	-21%	2	-71*	-0.4%	2%	4%	-15%	-6	-32
COc1cc(/C=N/NC(=O)C(Cc2c[nH]c3ccccc23)NC(=O)OCc2ccccc2)cc([N+](=O)[O-])c1O (configuration not stated)	0%	-1%	2%	0	-5	-0.2%	-6%	-6%	5%	10	18
C/C(=N/NC(=O)c1cc(C2CC2)[nH]n1)c1cccs1	3%	-37%	?	0	-7	-0.1%	?	5%	-7%	-27	2
CCc1ccccc1NC(=O)c1cc(-c2ccc(OC)cc2)on1	nt	nt	-3%	2	1	0.2%	-2%	0%	6%	-22	-1
COc1ccc(C(=O)NCC2COc3ccccc3O2)cc1S(=O)(=O)N1CCOCC1 (configuration not stated)	nt	nt	0%	nt	4	0.0%	19%	2%	-2%	-17	-1
Cc1cccc[n+]1CC(=O)c1ccc(NC(=O)c2ccccc2)cc1	3%	0%	2%	0	-4	-0.1%	8%	0%	9%	13	29
O=C(CCl)Nc1cccc(S(=O)(=O)N2CCCCCC2)c1	-2%	4%	?	2	-9	-0.7%	3%	3%	-10%	3	3
Cc1csc(SC(C)C(=O)NCc2ccc3c(c2)OCO3)n1 (configuration not stated)	10%	nt	-8%	0	9	-0.1%	-1%	9%	0%	16	-2
CCOc1ccc(CN2CCCN(C)CC2)cc1	0%	-5%	-3%	-1	-35	-1.6%	-26%	1%	-9%	-4	-21
CCOC(=O)NN1C(=O)c2ccccc2NC1c1cccs1 (configuration not stated)	0%	nt	-2%	2	11	-0.4%	0%	2%	-5%	?	13
CC1=C(C)CC(C(=O)NCCc2ccc(F)cc2)C(C(=O)O)C1 (configuration not stated)	-4%	0%	0%	0	9	-0.8%	0%	2%	-2%	-12	-6
O=C(/C=C/c1ccccc1O)c1ccco1	-5%	5%	?	2	14	-0.2%	13%	-1%	-10%	-4	1
COC(=O)CCc1n[nH]c(=O)[nH]c1=O	2%	0%	-2%	5	16	-0.2%	5%	-1%	12%	4	4
COc1cccc(Cn2c(Oc3ccccc3)nc3c2c(=O)n(C)c(=O)n3C)c1	0%	19%	8%	3	-21	0.4%	5%	2%	10%	8	6
O=C(O)c1ccc(OCCN2CCCC2=O)cc1	5%	2%	5%	1	3	-0.4%	-3%	-1%	1%	10	-40
C=CCn1c(SCC(=O)CC(=O)OCC)nc2cc(C(=O)N3CCC(C(N)=O)CC3)ccc2c1=O	3%	0%	-10%	1	-1	-0.4%	-21%	-1%	0%	5	3
COc1cccc(CNC(=O)C(C)n2ccc3cc(S(=O)(=O)N4CCCCCC4)ccc32)c1 (configuration not stated)	-8%	nt	5%	0	-25	0.4%	2%	-1%	-12%	3	-23
Cc1csc(NC(=O)CSc2nc(=O)n(CCN(C)C)c3c2CCCC3)n1	nt	nt	21%	nt	-1	-0.8%	-18%	1%	-3%	-21	14
COCCNC(=O)/C(C#N)=C1\N=C(NC(=O)c2cccs2)c2ccccc21	-1%	-6%	-4%	0	8	-0.2%	18%	-1%	0%	-8	-12
Cc1ccc(N2C(=O)N(CC(=O)N(C)Cc3ccccc3)C(=O)C2C)cc1 (configuration not stated)	1%	1%	-16%	4	14	0.0%	-17%	-1%	nt	-11	-16
CSc1ccc(C(=O)C2CCCN(C(=O)c3nn(C)c(=O)c4ccccc34)C2)cc1 (configuration not stated)	0%	3%	?	-3	0	0.2%	-2%	1%	4%	-4	-8
CC(C(=O)Nc1ccccc1C(=O)N1CCCC1)n1nnc2ccccc21 (configuration not stated)	-3%	0%	-5%	0	26	-0.1%	-3%	0%	nt	-5	-9
COC(=O)C1C(=O)/C(=C/N(C)C)C(=O)CC1(C)C (configuration not stated)	7%	4%	-2%	3	13	0.1%	-4%	2%	-1%	0	-8
CCOC(=O)C1(Cc2ccccc2C)CCCN(C(=O)c2cc(CC)nn2C)C1 (configuration not stated)	3%	2%	10%	1	-4	0.0%	-1%	1%	-39%	0	21

High-throughput results: PubChem, National Center for Advancing Translational Sciences (NCATS)
